# APP transl inh = APP translation inhibition; 0.82% of 190,000 active; SH-SY5Y APP 5'UTR-luciferase reporter, luminescence; inhibition, % at 2 µM; AID 1285;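 active = inhibition above a set limit, derived from the sample mean plus 3 SD, cut at about 45% in these data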; also: values of inactives mirror those of a sister screen read the other way
# Hsp70 activator = Hsp70 transcriptional activation, primary screen | 0.04% of 200,000 active | HeLa Hsp70 promoter luciferase reporter, luminescence; scaled: vehicle 0, proteasome-inhibitor control 100% | activation, % at 10 µM;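 active = activation above the mean across all tested compounds plus 3 SD, cutoff set per campaign, cut at about 5.5% in these data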;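 also: 100% = MG132 at 30 µM as the positive control and 0% = DMSO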
# APP 5'UTR act = APP 5'UTR luciferase reporter activation; SH-SY5Y APP 5'UTR luciferase reporter, luminescence; zero percent = DMSO vehicle wells; activation, % at 2 µM; 1% of 190,000 active;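 active = activation above a set limit, based on mean plus 3 SD of controls, cut at about 140% in these data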; also: values of inactives mirror those of a sister screen read the other way
# NF-kB expr up = raises NF-kB expression in human neuronal cells; NF-kB reporter expression; active compounds read high; fold change at 12.5 µM; 1.6% of 190,000 active; AID 1239; in the data active = fold change above about 3.3
# STAT1 act = STAT1 signaling activation; NIH 3T3 STAT1-luciferase reporter, IFN-gamma, luminescence; 100% = IFN-gamma alone, no compound; activation (% of control), % at 5.5 µM; 2.6% of 200,000 active;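 active = activation above the screen-wide mean activation plus 3 SD, cut at about 130% in these data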;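 also: raw ratio to IFN-gamma control signal so 100% means no change and 0% no light; values of inactives mirror those of a sister screen read the other way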
# FLuc inh counter = Photinus pyralis luciferase inhibition counter-screen. P08659. ATPLite firefly luciferase biochemical luminescence, 10 min. inhibition, % at 10 µM. 1.5% of 200,000 active;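 active = inhibition above about 50% when tested at 10 µM, limit read from the data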
# Target sequence (P08659 whole entry, looked up): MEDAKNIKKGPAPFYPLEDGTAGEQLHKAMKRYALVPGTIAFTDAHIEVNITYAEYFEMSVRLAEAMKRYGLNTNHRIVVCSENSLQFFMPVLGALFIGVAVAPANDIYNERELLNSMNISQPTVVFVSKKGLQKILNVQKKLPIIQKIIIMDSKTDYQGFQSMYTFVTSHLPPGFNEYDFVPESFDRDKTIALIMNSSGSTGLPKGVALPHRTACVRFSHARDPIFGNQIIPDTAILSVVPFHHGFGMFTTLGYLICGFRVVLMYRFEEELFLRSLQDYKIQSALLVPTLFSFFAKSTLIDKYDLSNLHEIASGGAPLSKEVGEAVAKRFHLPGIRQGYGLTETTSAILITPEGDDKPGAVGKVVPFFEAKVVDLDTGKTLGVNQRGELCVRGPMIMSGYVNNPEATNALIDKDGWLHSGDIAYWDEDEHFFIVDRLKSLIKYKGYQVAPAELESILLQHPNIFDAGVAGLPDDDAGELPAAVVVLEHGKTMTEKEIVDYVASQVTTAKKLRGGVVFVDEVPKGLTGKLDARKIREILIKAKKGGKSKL
# STAT3 inh = inhibitors of IL-6 induced STAT3 signaling; U3A cells, IL-6 STAT3-luciferase reporter, luminescence; host cell line lacks STAT1; AID 862; inhibition, % at 5.5 µM; 0.89% of 190,000 active;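 active = inhibition above the mean inhibition across all screened compounds plus 3 SD, cut at about 44% in these data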;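 also: 0% = DMSO only wells and 100% = 100 µM nifuroxazide control wells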
# STAT3 activator = increases IL-6 driven STAT3 reporter signal | U3A cells, IL-6 STAT3-luciferase reporter, luminescence; 100% = signal with IL-6 EC80 alone | 0.91% of 190,000 active | activation (% of control), % at 5.6 µM;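 active = activation above the screen-wide mean of compound activation plus 3 SD, cut at about 130% in these data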;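 also: 0% = background luminescence of wells with medium and substrate only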
#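 Material: STAT3-luciferase reporter U3A cells; Probe or stimulus: IL-6 (33 ng/mL); Incubation: compound pre-incubation 1 h before IL-6, then 6 h stimulation at 37 °C; Technique: luminescence from STAT3-driven luciferase reporter; Evaluation: % activation versus median of IL-6-stimulated wells; Controls: IL-6-only high control.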
# STAT1 blocker = reduces IFN-gamma driven STAT1 reporter signal; NIH 3T3 STAT1-luciferase reporter, luminescence; inhibition, % at 5.5 µM; 0.35% of 200,000 active; AID 920;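 active = inhibition above a set limit, the mean inhibition across all tested compounds plus 3 SD, cut at about 34% in these data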;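 also: 0% = IFN-gamma with DMSO and 100% = IFN-gamma with 300 µM nifuroxazide; values of inactives mirror those of a sister screen read the other way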
# RAM network inh = yeast RAM network inhibition; S. cerevisiae dse1pr::URA3 reporter, 5-FOA growth OD615, 2 d; analog-sensitive cbk1-as2 kinase mutant strain; 1.8% of 190,000 active; AID 868; inhibition, % at 50 µM;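 active = inhibition above a set limit, 3 SD over mean compound inhibition, cut at about 8.4% in these data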;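 also: 0% = DMSO-only wells with no growth and 100% = 10 µM 1-NA-PP1 full growth; inhibition rescues growth on 5-FOA so higher OD means more RAM inhibition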
# * = called active by the depositor; nt = no result given. Rows are unselected; about 7.7% have a hit in one of these screens.
SMILES,APP transl inh,Hsp70 activator,APP 5'UTR act,NF-kB expr up,STAT1 act,FLuc inh counter,STAT3 inh,STAT3 activator,STAT1 blocker,RAM network inh
Cc1ccc(S(=O)(=O)c2ccc(Cl)cc2)cc1S(=O)(=O)N(C)CC(=O)O,-16.5,-0.3,16.5,1.19,99.8,-6.5,-8.0,106.8,0.2,2.6
Cc1ccnc2nc(C(=O)Nc3nc(-c4ccccn4)cs3)nn12,-2.3,0.4,2.3,0.97,107.7,1.4,15.0,91.3,-11.9,1.2
COc1ccc(S(=O)(=O)Nc2c(C)n(C)n(-c3ccccc3)c2=O)cc1,-15.1,0.0,15.1,1.07,103.3,-2.6,3.1,99.7,-3.6,1.7
C=CCNC(=S)N/N=C/c1ccc(-c2cc(Cl)ccc2Cl)o1,2.6,-0.2,-2.6,1.42,94.8,-2.4,28.6,81.2,6.6,2.9
COc1cccc(NC(=S)N2CCC(N(C)CC3CCCO3)CC2)c1 (configuration not stated),7.5,0.1,-7.5,1.07,100.4,0.4,-5.2,102.1,-0.5,0.4
Cc1cnnc2c1-c1nonc1CC2,-8.0,-0.1,8.0,1.02,101.0,-1.3,-2.5,105.7,-1.1,1.4
COCC(=O)Nc1ccccc1C#N,3.3,-0.4,-3.3,1.07,100.4,-1.2,7.4,96.7,-0.5,-0.4
CCN(CC)C(=O)C1CCN(Cc2cccc(OCc3ccccc3)c2)CC1,0.4,0.0,-0.4,0.89,93.9,-1.3,4.2,98.8,6.7,-0.3
COc1ccc(S(=O)(=O)N2CCCC(C(=O)N3CCN(C)CC3)C2)cc1C (configuration not stated),2.4,-0.1,-2.4,1.1,98.2,-8.8,8.3,97.1,2.0,0.5
O=S(=O)(c1ccc(-c2csc(Nc3ccc(F)cc3)n2)cc1)N1CCCC1,3.2,-0.3,-3.2,1.1,107.6,-1.3,15.6,88.5,-8.6,3.2
Cc1ccccc1/C=N/N1CCN(c2ccccc2)CC1,-11.8,-0.2,11.8,2.1,115.5,8.3,4.4,99.6,-17.6,3.1
COc1ccc(NC(=O)NNC(=O)CCC(=O)Nc2ccccc2Cl)cc1,-4.0,-0.2,4.0,1.34,97.6,-0.3,4.9,99.0,0.7,-1.4
Brc1ccc(C2=Nc3ccccc3C(c3ccncc3)=NN2)cc1,6.8,-0.2,-6.8,1.27,96.3,1.4,23.1,83.6,2.4,0.5
O=C(NC1CCCCC1)N1CCC(c2nc3ccccc3[nH]2)CC1,2.5,0.2,-2.5,0.95,104.5,-5.9,6.7,99.5,-5.0,1.8
CC1Cc2ccccc2N1C(=O)COC(=O)C1(c2ccccc2F)CCCC1 (configuration not stated),-16.0,-0.2,16.0,0.94,100.9,-4.2,-7.1,104.7,-0.9,7.7
Cc1nc2ccccc2n1C(=O)N(C)C,4.5,-0.4,-4.5,1.03,99.5,-11.3,9.4,96.8,0.4,0.8
C=CCOc1ccc(/C(O)=C2\C(=O)C(=O)N(CCCOC)C2c2ccncc2)cc1 (configuration not stated),-5.4,0.2,5.4,1.22,99.3,-1.6,9.5,95.7,2.1,-0.1
N#Cc1c(N)nc2c(c1-c1ccc3c(c1)OCO3)CCc1ccccc1-2,nt,-0.3,nt,1.1,89.4,-4.0,10.1,91.7,11.9,2.4
COc1ccc(-c2nc(-c3ccc(Br)o3)no2)cc1,-105.5,0.2,105.5,6.73*,119.2,38.9,49.0*,64.9,-21.3,2.7
Cc1ccc(C)c(NC(=S)N2CCC(c3nc4ccccc4s3)CC2)c1,-7.5,0.3,7.5,0.95,104.3,-0.8,4.5,96.7,-4.7,2.7
COc1ccc2cc(C3NC(=O)c4ccccc4N3)c(Cl)nc2c1 (configuration not stated),-2.5,-0.3,2.5,1.27,98.9,-2.4,11.9,91.4,0.1,3.6
Cc1ccc(S(=O)(=O)N(C(=O)c2ccncc2)c2ccc(OC(=O)c3ccncc3)c3ccccc23)cc1,25.9,0.7,-25.9,1.05,98.6,-3.9,-24.9,121.1,1.6,4.8
COc1ccc(CCCC(=O)N/N=C\c2cccs2)cc1,9.2,-0.3,-9.2,1.1,90.2,-4.3,-1.0,102.2,9.4,3.7
c1ccc(CC2CCN(c3nc4ccccc4n4nnnc34)CC2)cc1,-11.6,-0.5,11.6,1.13,93.8,-5.9,-0.3,103.4,-1.3,6.4
CCOc1cccc2cc(-c3nnc(NCc4ccco4)s3)c(=O)oc12,-12.9,-0.2,12.9,1.63,99.2,13.9,20.2,85.8,0.9,3.2

# 12 structures already listed, arranged by count of non-hydrogen atoms, rising.
SMILES,APP transl inh,Hsp70 activator,APP 5'UTR act,NF-kB expr up,STAT1 act,FLuc inh counter,STAT3 inh,STAT3 activator,STAT1 blocker,RAM network inh
Cc1cnnc2c1-c1nonc1CC2,-8.0,-0.1,8.0,1.02,101.0,-1.3,-2.5,105.7,-1.1,1.4
Cc1nc2ccccc2n1C(=O)N(C)C,4.5,-0.4,-4.5,1.03,99.5,-11.3,9.4,96.8,0.4,0.8
COc1ccc(-c2nc(-c3ccc(Br)o3)no2)cc1,-105.5,0.2,105.5,6.73*,119.2,38.9,49.0*,64.9,-21.3,2.7
Cc1ccccc1/C=N/N1CCN(c2ccccc2)CC1,-11.8,-0.2,11.8,2.1,115.5,8.3,4.4,99.6,-17.6,3.1
C=CCNC(=S)N/N=C/c1ccc(-c2cc(Cl)ccc2Cl)o1,2.6,-0.2,-2.6,1.42,94.8,-2.4,28.6,81.2,6.6,2.9
COc1ccc2cc(C3NC(=O)c4ccccc4N3)c(Cl)nc2c1 (configuration not stated),-2.5,-0.3,2.5,1.27,98.9,-2.4,11.9,91.4,0.1,3.6
COc1cccc(NC(=S)N2CCC(N(C)CC3CCCO3)CC2)c1 (configuration not stated),7.5,0.1,-7.5,1.07,100.4,0.4,-5.2,102.1,-0.5,0.4
CCOc1cccc2cc(-c3nnc(NCc4ccco4)s3)c(=O)oc12,-12.9,-0.2,12.9,1.63,99.2,13.9,20.2,85.8,0.9,3.2
COc1ccc(NC(=O)NNC(=O)CCC(=O)Nc2ccccc2Cl)cc1,-4.0,-0.2,4.0,1.34,97.6,-0.3,4.9,99.0,0.7,-1.4
CCN(CC)C(=O)C1CCN(Cc2cccc(OCc3ccccc3)c2)CC1,0.4,0.0,-0.4,0.89,93.9,-1.3,4.2,98.8,6.7,-0.3
C=CCOc1ccc(/C(O)=C2\C(=O)C(=O)N(CCCOC)C2c2ccncc2)cc1 (configuration not stated),-5.4,0.2,5.4,1.22,99.3,-1.6,9.5,95.7,2.1,-0.1
Cc1ccc(S(=O)(=O)N(C(=O)c2ccncc2)c2ccc(OC(=O)c3ccncc3)c3ccccc23)cc1,25.9,0.7,-25.9,1.05,98.6,-3.9,-24.9,121.1,1.6,4.8

# The list goes on:
SMILES,APP transl inh,Hsp70 activator,APP 5'UTR act,NF-kB expr up,STAT1 act,FLuc inh counter,STAT3 inh,STAT3 activator,STAT1 blocker,RAM network inh
Nc1cccc(S(=O)(=O)Nc2ccccc2)c1,-0.7,-0.3,0.7,1.03,98.4,-8.1,5.4,97.3,2.3,2.2
CCOc1ccccc1NC(=O)Cn1nnc(C(=O)NCc2ccco2)c1N,96.0*,0.4,-96.0,3.68*,106.7,-3.7,-37.2,138.3*,-7.3,5.0
CN1CCN(C(=O)c2c(NC(=O)c3ccco3)sc3c2CCC(C(C)(C)C)C3)CC1 (configuration not stated),-7.3,-0.4,7.4,0.97,126.0,-2.0,6.2,101.0,-28.4,1.2
CCn1c(COc2ccc(=O)n(-c3ccccc3)n2)nnc1SCc1ccccc1C,nt,-0.2,nt,0.84,92.0,-4.4,7.0,99.0,8.9,0.9
COc1ccc(C2c3c(ncn(CCN4CCOCC4)c3=N)Oc3ccc4ccccc4c32)cc1OC (configuration not stated),-1.9,-0.3,1.9,1.24,100.1,0.0,-11.2,111.9,-0.1,0.9
CN1c2ccccc2C2(C)CCCC3=Cc4cc([N+](=O)[O-])cc([N+](=O)[O-])c4OC312 (configuration not stated),7.3,0.0,-7.3,1.04,100.0,-6.6,-8.7,102.9,0.0,4.0
CCSc1nnc(CSc2ncccn2)n1C,-10.7,-0.3,10.7,nt,98.8,-7.2,9.3,96.2,-0.5,0.9
CCOc1cc(/C=C2\C(=O)N(Cc3ccco3)C(C)=C2C(=O)OC)ccc1O,0.7,0.0,-0.7,0.98,99.7,0.1,4.4,103.0,-1.0,2.9
CNC(=S)NNC(=O)c1cccn(Cc2ccc(Cl)c(Cl)c2)c1=O,-17.2,-0.4,17.2,1.07,92.4,-3.5,13.6,97.0,8.4,1.3
COC(=O)CCC(=O)Nc1ccccc1C(N)=O,-17.5,-0.2,17.5,0.95,103.4,0.7,4.6,100.7,-3.7,0.7
Cc1cccc(C(=O)Nc2ccnc(-c3ccncc3)n2)c1,0.2,-0.4,-0.2,0.7,93.6,-0.5,6.3,95.3,7.5,1.3
O=C1CSC(c2ccncc2)N1Cc1ccco1 (configuration not stated),6.9,0.1,-6.9,1.84,102.2,-8.9,-4.6,108.1,-2.4,-0.8
O=C(O)c1csc(-n2nc(-c3ccccc3)cc2C(F)(F)F)n1,2.4,-0.4,-2.4,1.16,101.8,-4.1,4.9,100.3,-3.3,3.7
COc1cc(/C=C/C(=O)OCC(=O)NCC2CCCO2)ccc1OCC#N (configuration not stated),-14.9,-0.4,14.9,1.11,92.9,-7.0,4.0,99.7,7.8,0.5
Cc1ccnc(Sc2ccc([N+](=O)[O-])cn2)n1,-28.4,0.0,28.4,2.22,106.3,3.2,1.7,101.5,-9.0,0.5
CC(/C=C1\SC(=S)N(CCCC(=O)Nc2ccc(C(=O)O)c(O)c2)C1=O)=C\c1ccccc1,5.8,-0.3,-5.8,1.41,113.6,13.7,-10.4,108.5,-15.0,4.9
CCCCn1nnnc1SCC(=O)Nc1sc2c(c1C#N)CCCC2,2.6,-0.1,-2.6,1.03,101.4,-8.6,7.8,98.9,-1.6,3.1
COc1cc([N+](=O)[O-])cc(/C=N/NC(=O)c2ccc(NC(=O)c3ccc(C)cc3)cc2)c1O,86.7*,-0.2,-86.7,0.95,95.0,1.5,20.5,90.2,3.6,1.2
Cc1ccc(C)c(OCCCC(=O)O)c1,2.4,-0.1,-2.4,1.26,100.8,-1.7,-5.7,106.9,-0.8,-0.1
CCNc1nc(NCC)nc(OCCOC(=O)c2ccccc2)n1,19.3,-0.4,-19.3,0.81,103.4,-3.6,-2.9,108.2,-2.4,0.0

# Filtered by structure: those above containing bromine
SMILES,APP transl inh,Hsp70 activator,APP 5'UTR act,NF-kB expr up,STAT1 act,FLuc inh counter,STAT3 inh,STAT3 activator,STAT1 blocker,RAM network inh
Brc1ccc(C2=Nc3ccccc3C(c3ccncc3)=NN2)cc1,6.8,-0.2,-6.8,1.27,96.3,1.4,23.1,83.6,2.4,0.5
COc1ccc(-c2nc(-c3ccc(Br)o3)no2)cc1,-105.5,0.2,105.5,6.73*,119.2,38.9,49.0*,64.9,-21.3,2.7

# From PubChem BioAssay
